Compound activity from PubChem BioAssay.
UBC9 SUMO inh = inhibitors of in vitro SUMOylation cascade, primary screen, biochemical, HTRF, uHTS; SUMO-conjugating enzyme UBC9 (Homo sapiens), P63279; inhibition, % at 35 µM; AID 2006, 2009; HTRF SUMOylation assay, SAE1/SAE2 + UBC9; 290,000 tested, 0.36% active; in the data active = inhibition above about 50%, passing the limit was not always enough; also: strong numbers were not always called active
IDE cell inh = human IDE inhibitors in live cells, primary screen, fluorescence polarization, HEK cells, FAbetaB substrate | FAbetaB cleavage | inhibition, % at 5.59 µM | 320,000 tested, 0.41% active | AID 434962, 2010;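 active = percent inhibition above the average of all tested compounds plus 3 SD, set per screening campaign, cut at about 16% in these data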;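 also: IDE supplied by intact live HEK cells; FP after avidin binding of uncleaved biotin substrate so inhibition keeps polarization high; 0% = DMSO wells and 100% = 60 µM reference IDE inhibitor Ii1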
IDE act = human IDE activators in live cells, primary screen, fluorescence polarization, HEK cells, FAbeta-B substrate; Insulin-degrading enzyme (Homo sapiens), P14735; FAbeta-B cleavage; 0% vehicle, 100% cell-free pure enzyme wells; activation, % at 5.96 µM; 340,000 tested, 0.073% active;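 active = activation above the mean of all tested compounds plus 3 SD, set per screening campaign, cut at about 17% in these data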
DNA FID counter = compounds displacing fluorescent DNA intercalator, primary screen, artefact control for HCV NS3 helicase inhibitor project, biochemical, FID fluorescence; DNA fluorescent intercalator displacement; inhibition, % at 7.9 µM; 290,000 tested, 0.17% active; in the data active = inhibition above about 37%;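 also: 0% = vehicle and 100% = reference compound; higher means more ethidium bromide displaced from hairpin DNA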
VIM-2 inhibitor = VIM-2 metallo-beta-lactamase inhibitors, primary screen, biochemical, epi-absorbance readout, Pseudomonas aeruginosa enzyme. purified VIM-2, nitrocefin hydrolysis, epi-absorbance fluorescence. inhibition, % at 5.6 µM. 290,000 tested, 0.89% active. AID 1527, 2009;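 active = inhibition above the mean of all tested compounds plus 3 SD, cutoff set per screening run, cut at about 7.5% in these data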;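 also: red hydrolysis product quenches plate fluorescence so inhibitors raise well fluorescence; 0% = enzyme with DMSO and 100% = DMSO without enzyme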
IMP-1 inhibitor = IMP-1 metallo-beta-lactamase inhibitors, primary screen, biochemical, epi-absorbance readout, Pseudomonas aeruginosa enzyme | metallo-beta-lactamase IMP-1 (Pseudomonas aeruginosa) | purified IMP-1, nitrocefin hydrolysis, epi-absorbance fluorescence | inhibition, % at 5.6 µM | 290,000 tested, 0.45% active;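 active = inhibition above the mean plus 3 SD of all compounds in the same screening run, cut at about 4.5% in these data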;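 also: 0% = IMP-1 with DMSO and 100% = DMSO wells lacking enzyme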
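Test system: recombinant IMP-1 enzyme, purified / Medium: HEPES buffer pH 7.1 with ZnSO4 and Brij 35 / Doses: single dose, 5.6 µM / Times: 25 °C, 15 min preincubation, 25 min reaction / Detection: Epi-absorbance via hydrolysed-nitrocefin quenching of white-plate fluorescence, 480/530 nm, EDTA stop / Evaluation: percent inhibition from optical density relative to buffer-blank wells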
pCIP destab = p/CIP-EGFP fusion destabilizers, primary screen, fluorescence, F442A cells; Q05BA5; 16 h; decrease of EGFP signal, % at 10 µM; 290,000 tested, 0.01% active;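 active = EGFP signal decrease of at least 30% at 10 µM or well 3 SD below plate mean, unless failing retest; inactive = the rest, including hits failing retest or dose response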; also: some compounds called inactive have numbers as strong as hits; many of its hits are not listed in these tables
Target sequence (Q05BA5 1-1403): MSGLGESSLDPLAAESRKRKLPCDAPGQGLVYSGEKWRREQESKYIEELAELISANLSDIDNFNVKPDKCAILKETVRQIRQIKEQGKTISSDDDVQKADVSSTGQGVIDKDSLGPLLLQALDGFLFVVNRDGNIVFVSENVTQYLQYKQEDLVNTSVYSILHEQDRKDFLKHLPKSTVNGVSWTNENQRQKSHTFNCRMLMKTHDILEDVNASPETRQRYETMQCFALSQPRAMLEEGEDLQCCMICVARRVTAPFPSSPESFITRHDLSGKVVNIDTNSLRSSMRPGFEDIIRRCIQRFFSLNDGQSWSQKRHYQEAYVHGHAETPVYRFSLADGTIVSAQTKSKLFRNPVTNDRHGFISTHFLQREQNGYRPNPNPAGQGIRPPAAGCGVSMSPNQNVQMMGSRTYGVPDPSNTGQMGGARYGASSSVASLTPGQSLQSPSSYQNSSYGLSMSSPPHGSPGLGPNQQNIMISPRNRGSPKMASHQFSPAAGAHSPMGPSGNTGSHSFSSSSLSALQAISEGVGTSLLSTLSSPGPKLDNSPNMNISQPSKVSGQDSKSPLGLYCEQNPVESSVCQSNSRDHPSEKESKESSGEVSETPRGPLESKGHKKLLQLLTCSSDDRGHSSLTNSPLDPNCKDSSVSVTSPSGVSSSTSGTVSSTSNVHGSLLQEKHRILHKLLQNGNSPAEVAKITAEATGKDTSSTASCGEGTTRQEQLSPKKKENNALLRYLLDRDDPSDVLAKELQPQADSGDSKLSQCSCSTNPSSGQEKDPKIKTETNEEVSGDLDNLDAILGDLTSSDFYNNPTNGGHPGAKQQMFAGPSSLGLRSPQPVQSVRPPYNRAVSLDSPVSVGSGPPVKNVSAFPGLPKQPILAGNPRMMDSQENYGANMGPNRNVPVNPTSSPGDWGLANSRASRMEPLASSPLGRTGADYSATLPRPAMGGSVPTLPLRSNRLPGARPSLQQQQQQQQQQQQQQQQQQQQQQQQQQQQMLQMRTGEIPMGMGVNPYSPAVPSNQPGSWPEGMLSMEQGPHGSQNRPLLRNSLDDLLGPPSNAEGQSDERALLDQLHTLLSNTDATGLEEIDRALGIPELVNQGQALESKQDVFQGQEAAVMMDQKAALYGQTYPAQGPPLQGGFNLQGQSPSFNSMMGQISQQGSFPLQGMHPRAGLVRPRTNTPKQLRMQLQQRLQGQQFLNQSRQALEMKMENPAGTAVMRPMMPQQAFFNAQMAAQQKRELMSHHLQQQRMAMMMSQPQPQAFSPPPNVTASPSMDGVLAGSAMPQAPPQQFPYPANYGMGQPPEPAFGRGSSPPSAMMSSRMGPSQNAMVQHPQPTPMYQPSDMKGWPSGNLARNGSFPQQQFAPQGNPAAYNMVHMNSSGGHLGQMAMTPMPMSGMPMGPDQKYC
PfM18AAP inh = PfM18AAP inhibitors, malaria aminopeptidase, primary screen, biochemical, QFRET, recombinant enzyme. H-Glu-NHMec fluorogenic cleavage. inhibition, % at 7.35 µM. 290,000 tested, 1.2% active. AID 1822, 2009;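 active = inhibition above the campaign mean inhibition over all tested compounds plus 3 SD, cut at about 28% in these data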;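 also: 0% = plate median of test compound wells and 100% = 2 mM ZnCl2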
NS3 helicase inh = inhibitors of HCV NS3 helicase, primary screen, biochemical, Cy5 molecular beacon fluorescence; Hepatitis C virus NS3 helicase; NS3 helicase DNA unwinding; inhibition, % at 10.9 µM; 290,000 tested, 0.56% active; AID 1800, 2009;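 active = inhibition above the mean of all tested compounds plus 3 SD, set per campaign, cut at about 35% in these data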;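 also: 0% = DMSO wells and 100% = thioflavine S control wells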
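Assay system: hepatitis C virus NS3 helicase domain fragment enzyme. Also added: annealed dual-labelled DNA beacon duplex, ATP-started. Timing: 1 h reaction at 25 °C, ATP-initiated. Technique: Cy5 fluorescence at 0 and 60 min, beacon hairpin quenching. Evaluation: % inhibition of unwinding. Replication: one well per compound.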
The depositor's hits bear a star; x = no result given.

SMILES	UBC9 SUMO inh	IDE cell inh	IDE act	DNA FID counter	VIM-2 inhibitor	IMP-1 inhibitor	pCIP destab	PfM18AAP inh	NS3 helicase inh
CN(C)C(CNC(=O)c1cccc(OC(F)F)c1)c1ccco1 (stereo unspecified)	24	8	1	-6	-0.1	-1.2	-3	12	12
CCN(CC)C(=O)Cn1cc(C(=O)C(=O)NCCCN2CCCCC2)c2ccccc21	10	3	8	-3	-2.0	-3.8	4	11	-22
Cc1ccc(NC(=S)NNC(=O)Nc2ccccc2)cc1	2	2	2	-5	-6.1	-5.0	-9	42*	-15
Nc1nnc(SCC(=O)N2CCN(Cc3ccccc3)CC2)s1	16	6	3	-4	-2.4	-4.8	-6	4	5
O=C(c1cccs1)N1CCN(c2ccc([N+](=O)[O-])cc2F)CC1	-6	2	-3	-12	-3.8	-4.0	-3	5	-2
COc1ccc(OC)c(/C=C/c2[nH]c(=O)[nH]c(=O)c2[N+](=O)[O-])c1	16	x	2	-1	0.8	-2.1	-7	18	30
CCOc1c(N2CCCCC2)c(=O)c1=O	9	4	-1	1	-3.5	-2.0	-14	3	0
Cc1ccc(NS(=O)(=O)c2cc(C(=O)N3CCN(C)CC3)ccc2C)cc1	2	4	3	-1	-3.0	-1.3	-2	0	0
CCOc1ccc(CN(C)C(C)C(=O)Nc2ccc([N+](=O)[O-])cc2Cl)cc1OC (stereo unspecified)	-13	4	3	-2	-2.0	-5.8	-13	-8	-2
S=c1[nH]nc(-c2cccc(Br)c2)o1	13	7	5	4	-4.6	-2.8	-4	-6	0
COc1ccc(N2CCN(C(=O)CNC(=O)c3ccc(C(C)(C)C)cc3)CC2)cc1	15	6	0	-24	-0.5	3.6	-4	-1	-4
Cc1cc(OC(C)C(=O)NC(Cc2c[nH]c3ccc(O)cc23)C(=O)O)c2c(C)cc(=O)oc2c1 (stereo unspecified)	20	2	7	-26	-1.6	-1.2	-7	-11	-8

Part of the list above, showing only VIM-2 inhibitor, PfM18AAP inh and DNA FID counter.
SMILES | VIM-2 inhibitor | PfM18AAP inh | DNA FID counter
Cc1ccc(NS(=O)(=O)c2cc(C(=O)N3CCN(C)CC3)ccc2C)cc1 | -3.0 | 0 | -1
CCOc1ccc(CN(C)C(C)C(=O)Nc2ccc([N+](=O)[O-])cc2Cl)cc1OC (stereo unspecified) | -2.0 | -8 | -2
S=c1[nH]nc(-c2cccc(Br)c2)o1 | -4.6 | -6 | 4

Continued:
SMILES	UBC9 SUMO inh	IDE cell inh	IDE act	DNA FID counter	VIM-2 inhibitor	IMP-1 inhibitor	pCIP destab	PfM18AAP inh	NS3 helicase inh
O=C(NCc1cccnc1)/C(=C\c1ccc(-c2cccc(Cl)c2)o1)S(=O)(=O)c1ccccc1	-8	6	2	-15	-3.1	-2.3	4	-4	-20
CCn1cnc2cc(NC(=O)c3cccs3)ccc21	0	-6	4	3	-5.8	-1.9	6	4	0
COc1ccc(-n2nc([N+](=O)[O-])c(=NCCc3ccc(OC)c(OC)c3)n2O)cc1	0	0	4	-15	0.1	-0.6	-17	0	-10
O=C1C(Cc2c[nH]c3ccccc23)NC(=S)N1Cc1ccccc1 (stereo unspecified)	-6	2	x	-1	-4.2	-4.5	7	2	-1
CCOC(=O)CN1C(=O)CSc2ccccc21	13	-3	-1	-2	-2.7	-1.5	-7	1	3
CCOC(=O)Cc1csc(NC(=O)CN2CCN(c3ccccc3)CC2)n1	4	0	1	-24	-1.8	-3.3	0	4	4
Cc1cc(CN(C)C(=O)c2ccc(OC3CCN(CCc4ccccc4)CC3)cc2)on1	23	-7	0	5	-0.8	-2.7	0	-7	-4
Nc1ncnc(Nc2ccccc2C(F)(F)F)n1	14	1	-3	-5	-1.6	-2.5	0	-4	-2
Cc1ccccc1OCc1nnc(SCc2cc(=O)[nH]c3ccccc23)o1	-3	-1	11	0	0.5	1.9	1	2	5
CC12CC(c3ccccc3O1)C(C(=O)NCc1ccccc1)C(=O)N2 (stereo unspecified)	4	-6	2	-4	-0.8	0.0	-18	-1	4
CCOC(=O)N1CCN(C(=S)Nc2cc(OC)c(OC)cc2C(=O)OC)CC1	9	-1	2	-18	0.7	-0.7	-19	-4	1
C/C(=N\NC(=O)c1ccc(Cl)cc1)c1ccc(N2CCOCC2)cc1	21	1	2	1	-4.7	-1.9	2	1	-6
O=C(COC(=O)C1C2CC3OC(=O)C1C3C2)Nc1cccc(Cl)c1 (stereo unspecified)	3	1	-2	-7	-1.5	-1.4	-5	1	6
O=C(CCN1C(=O)C2C3C=CC(C3)C2C1=O)NCCN1CCCc2ccccc21 (stereo unspecified)	17	2	4	-11	-0.5	-1.2	16	-3	-10
Cc1ccc2c(c1)c(/C=C/c1cc[n+](C)cc1)c(C)n2C	20	x	-60	-41	26*	8.4*	-617	-4	-18
COc1cccc(NC(=S)N2CCN(C/C=C/c3ccccc3)CC2)c1	-3	-4	-2	0	-5.6	-5.9	-14	-33	-11
Cc1ccc(S(=O)(=O)N(C)C)cc1NC(=S)N1CCN(Cc2ccc3c(c2)OCO3)CC1	4	4	4	-13	-2.1	-3.6	-10	2	-8
O=C(CCNC(=O)Cn1ccc2ccccc2c1=O)NCCCN1CCOCC1	-9	2	3	4	-2.4	-2.1	-14	-4	13
CC(C)c1ccc(NC(=O)[C@@H](NC(=O)N2CC(=O)Nc3ccccc32)C(C)C)cc1	-11	5	0	-42	-1.6	-2.3	3	-1	5
O=C1/C(=C/c2ccccn2)SC(=S)N1c1ccc(O)cc1	23	2	-1	2	-1.2	-1.5	-1	6	1
Cc1nc(CN(C)Cc2nc(Cc3cccc(F)c3)no2)cs1	8	-2	2	-10	-0.8	-0.9	2	-3	14
Cc1cc(N2CCOCC2)ccc1/C=C\[N+](=O)[O-]	5	-3	-8	0	0.9	-0.1	-3	12	-1
CCOC(=O)N1CCN(C(=O)C(C)N(c2ccccc2)S(C)(=O)=O)CC1 (stereo unspecified)	-1	-1	-1	-14	-2.3	-3.5	-4	-6	-5
Cc1ccc(-c2c(C#N)c(N)nc3c2CCCCC3)cc1	6	2	1	0	-2.9	-3.9	-6	-1	1
COc1ccc(CNS(=O)(=O)c2ccc3c(c2)C(C)(C)C(=O)N3C)cc1	23	2	2	-10	-0.4	-1.9	-1	-4	3
O=CNc1ccc(OC(=O)c2cncc(Br)c2)cc1	13	5	4	-2	-4.0	-3.6	-8	-9	-14
Cc1ccc2c(CN3C(=O)NC(C)(c4ccc5c(c4)OCO5)C3=O)cc(=O)oc2c1 (stereo unspecified)	6	-1	-3	-24	2.4	-4.1	0	-5	-1
COc1ccc(-c2noc(CCC(=O)NCC3CCN(Cc4cccc(C)c4)CC3)n2)cc1	20	2	1	13	0.7	-3.0	-2	-15	-15
CC(C)(C)c1ccc(C(CC(=O)O)NC(=O)Cc2ccccc2)cc1 (stereo unspecified)	-7	1	-1	-28	-4.1	-2.4	8	3	16
CC(=O)c1cccc(NS(=O)(=O)c2ccc(NC(=O)N3CCCCC3)cc2)c1	6	3	8	-23	0.9	-3.3	-8	1	-3
COc1ccc2cc(CN(CC3CCCO3)C(=O)Nc3ccccc3OC)c(=O)[nH]c2c1 (stereo unspecified)	-13	5	1	-24	-0.1	-3.0	7	-11	8
Cc1cc(C(=O)OCC(=O)c2ccccc2)c2ccccc2n1	-16	1	1	-25	3.8	-2.0	4	4	-15
COCCCNC(=O)Cn1cc(C(=O)C2CC2)c2ccccc21	-1	4	-3	-4	-2.0	-3.1	1	-11	-1
CCOC(=O)c1c(NC(=O)CN2CCC(C)CC2)sc(C)c1C	-5	-6	6	0	-0.8	-1.2	11	-3	-4
O=C(CSc1nnnn1-c1ccc(Cl)c(C(=O)O)c1)NC(c1ccccc1)c1ccccc1	-13	1	1	-32	-1.9	-3.1	-17	-4	20
CC(C)c1ccc(NC(=O)CSc2n[nH]c(=O)n2C2CC2)cc1	2	0	-2	-22	-2.4	-3.1	-18	-8	9
O=c1cc(Cl)[nH]c(=O)n1CCNc1ncc(C(F)(F)F)cc1Cl	-15	5	1	-13	-1.9	-2.9	-8	-4	22
O=C(c1cnn2c(C(F)(F)F)cc(-c3ccc(Br)cc3)nc12)N1CCOCC1	4	x	2	5	-1.7	-2.5	-16	-1	3
O=C(Nc1ccc(Cl)cc1)c1ccco1	4	-1	-1	-10	0.5	-1.6	0	-4	4
Cc1ccc(/C=c2\sc3nc(-c4cccs4)nn3c2=O)o1	19	-3	0	-14	1.8	0.9	-7	4	34
Cn1cccc1C(=O)OCC(=O)NC(=O)NC1CCCCC1	12	-6	-6	-8	-3.2	-3.0	-5	0	5
Cc1cc(=O)n2[nH]c(C)c(-c3ccccc3)c2n1	19	-3	3	1	-2.2	-8.2	-18	-2	-2
Cc1ccc(C)c(Nc2nc3ccc(C)cc3n3cnnc23)c1	21	3	5	-20	-2.4	-4.2	-17	-4	3
N#CCC(=O)Nc1ccc(C(=O)OCC(=O)c2ccc3c(c2)OCCO3)cc1	4	2	3	-13	2.2	0.9	22	-12	13
O=C(NCc1ccco1)C1CCN(c2ccc(S(=O)(=O)N3CCOCC3)cc2[N+](=O)[O-])CC1	23	0	2	1	-3.0	-1.0	-11	2	0
CCN(CC)C(=O)CSCc1cnn(-c2ccccc2)c1-n1cccc1	-9	6	1	-33	-5.1	-1.5	-10	6	5
O=C(c1ccco1)N(Cc1cccc(F)c1)C1CCS(=O)(=O)C1 (stereo unspecified)	6	1	5	-6	-1.9	-0.7	8	-1	1
CC(=O)Nc1cccc(Nc2nc(-c3ccccc3F)nc3ccccc23)c1	14	0	1	-6	-1.0	-3.0	7	-3	-2
CC(=O)c1ccc(OCC(O)CN(C)Cc2cccs2)cc1 (stereo unspecified)	16	-3	8	7	-2.2	-3.8	-17	1	-1
Cc1ccc(NC(NC(=O)c2cccs2)C(Cl)(Cl)Cl)cc1C (stereo unspecified)	5	-3	6	0	0.3	0.5	-2	-6	-6
CCCC(=O)Nc1ccc(C)c(O)c1	15	-2	6	-2	-1.9	-6.0	0	4	-1
CN1CCN(C(=O)CCN2C(=O)/C(=C/c3ccc(F)cc3)SC2=S)CC1	-15	-3	4	18	4.6	2.8	-7	-5	-47
COc1cc(N/N=C/c2ccccc2O)ncn1	5	0	-3	-7	-3.8	-4.2	-6	41*	13
CC(=O)Nc1ccc(NC(=O)CC(C)n2ccnc2)cc1 (stereo unspecified)	14	-4	5	-3	0.5	-2.0	2	-11	1
C=CCN(C)CC/C=C1\c2ccccc2CSc2ccccc21	-48	-2	3	13	-0.6	0.6	1	3	-23
